# Screening data deposited in PubChem by NCI.
# NCI-60 one-dose screen, 48 h, at 10 µM unless noted. Numbers give growth in % (100 = growth as untreated, 0 = no growth, -100 = all killed).
# ACHN: ACHN renal cancer; 81,000 compounds, 4.9% hits; AID 1794771
# OVCAR-3: OVCAR-3 ovarian cancer; 79,000 compounds, 7% hits; AID 1794787
# A498: A498 renal cancer cells; 76,000 compounds, 5.4% hits
# OVCAR-5: OVCAR-5 ovarian cancer; 82,000 compounds, 2.9% hits
# RXF 393: RXF 393 renal cancer cells; 77,000 compounds, 6.9% hits; AID 1794773
# CAKI-1: CAKI-1 renal cancer | 75,000 compounds, 4.7% hits
# TK-10: TK-10 renal cancer cells; 81,000 compounds, 3.9% hits; AID 1794769
# OVCAR-8: OVCAR-8 ovarian cancer | AID 1794782 | 81,000 compounds, 4.4% hits
# Starred values were filed as active, the others as inactive; x = no result given. How the source made its calls: active means growth percent below 10; inactive means the rest.
# Preview (4 entries):
SMILES,ACHN,OVCAR-3,A498,OVCAR-5,RXF 393,CAKI-1,TK-10,OVCAR-8
Cc1c(C(=O)N2CCNCC2)[nH]c2ccc(Cl)cc2c1=O,106.8,114.7,104.6,99.1,106.1,94.4,94.4,98.4
Cc1nc2ccccc2nc(=O)c1NNc1ccccc1,72.7,81.4,88.8,81.9,152.6,56.7,71.0,104.4
N#Cc1c(-c2ccccc2)nc(SCC(O)CN2CCOCC2)[nH]c1=O (stereo not drawn),106.8,117.6,133.6,110.9,124.9,110.1,132.9,113.2
C#CC(F)(F)[C@]1(O)CCC2C3CCC4=CC(=O)CCC4=C3[C@@H](c3ccc(N(C)C)cc3)C[C@@]21C (stereo partly drawn),99.4,95.1,87.9,118.6,98.1,86.4,89.7,86.7

# The list itself (from the top)
SMILES,ACHN,OVCAR-3,A498,OVCAR-5,RXF 393,CAKI-1,TK-10,OVCAR-8
Cc1c(C(=O)N2CCNCC2)[nH]c2ccc(Cl)cc2c1=O,106.8,114.7,104.6,99.1,106.1,94.4,94.4,98.4
Cc1nc2ccccc2nc(=O)c1NNc1ccccc1,72.7,81.4,88.8,81.9,152.6,56.7,71.0,104.4
N#Cc1c(-c2ccccc2)nc(SCC(O)CN2CCOCC2)[nH]c1=O (stereo not drawn),106.8,117.6,133.6,110.9,124.9,110.1,132.9,113.2
C#CC(F)(F)[C@]1(O)CCC2C3CCC4=CC(=O)CCC4=C3[C@@H](c3ccc(N(C)C)cc3)C[C@@]21C (stereo partly drawn),99.4,95.1,87.9,118.6,98.1,86.4,89.7,86.7
CCN(CC)CC(O)COc1ccccc1 (stereo not drawn),112.6,113.0,94.2,100.6,102.4,94.3,120.2,106.3
CCOC(=O)c1c2ncccc2n2c(=O)n(-c3ccccc3OC)nnc12,103.4,93.9,108.4,86.2,98.6,96.6,149.3,91.9
O=C(c1ccc(-c2nc(CSc3nc4ccccc4s3)no2)cc1)N1CCOCC1,72.2,84.1,83.6,98.3,106.4,66.8,66.1,82.3
Cc1ccc(-c2cc(C(=O)Nc3ccc(S(=O)(=O)N4CCCCC4)cc3)[nH]n2)c(O)c1,66.5,55.3,63.3,73.8,50.7,67.3,61.6,58.7
O=CNc1ccc(I)cc1,97.4,112.8,92.4,97.8,119.6,92.0,109.1,101.8
C=CCN1C(=O)/C(=C\C(=O)OC)S/C1=N/NC(=O)COc1cc(=O)n(C)c2ccccc12,101.1,99.4,107.1,95.1,94.2,96.9,102.3,97.2
COc1cccc(-c2nc(-c3ccc(NC(=O)OC(C)C)cc3)[nH]c2-c2ccnc(Br)c2)c1,14.5,26.2,-4.1*,53.7,-33.9*,28.0,48.6,27.3
CCCCc1nc(Cl)c(C2CC(c3ccc(OC)cc3)=NN2C=O)[nH]1 (stereo not drawn),100.3,99.3,87.3,99.7,98.6,x,99.8,91.7
O=C(O)[C@@H]1c2ccccc2C(=O)N(c2ccccc2)[C@H]1c1ccc(I)cc1,90.0,108.2,64.6,108.8,107.1,86.5,85.7,88.4
COC(=O)c1ccccc1N=NC(C#N)C#N,99.1,114.4,106.5,99.3,105.7,85.9,100.3,108.1
COC1(C)NC(Cl)=C(C#N)C(C#N)(C#N)C1(C)C (stereo not drawn),104.6,126.9,96.7,99.5,113.2,98.9,94.4,113.4
Cc1cc(C)n2nc(NC(=O)c3ccccc3)c(C#N)c2n1,96.9,103.3,73.8,105.3,117.2,86.1,146.0,99.4
Cc1cc(C)c2c(n1)sc1c(Nc3ccc(Cl)cc3)ncnc12,1.3*,33.3,-9.2*,29.0,1.1*,12.1,47.7,4.1*
CCCCCCCCCCCCCCCCNC(=S)N/N=C/c1ccc(C(C)C)cc1,113.5,115.7,116.2,116.6,x,x,105.3,97.3
Cn1cc(/C=C(\SS/C(=C/c2cn(C)c3cccc(C(=O)O)c23)C(=O)O)C(=O)O)c2c(C(=O)O)cccc21,99.3,105.5,97.0,92.9,97.5,94.7,96.0,100.0
CCOC(=O)c1noc2c1CCc1c-2cn(Cc2ccc(OC)cc2)c1-c1ccc(O)cc1,x,95.9,108.8,102.4,103.5,x,97.4,116.4
COc1ccc(-c2n[nH]c(=O)c3c2sc2ncc(-c4ccc(C)cc4)n23)cc1,99.7,81.8,109.0,104.5,100.5,98.7,115.7,84.1
O=C1N/C(=C\c2ccccc2)c2ncccc21,103.3,99.2,123.1,117.6,126.6,93.6,121.1,109.6
O=c1[nH]c2cncnc2[nH]1,89.6,104.2,106.8,82.2,102.6,77.7,94.6,104.3
COC(=O)C1=Nc2c/c(=C\c3[nH]c(=S)[nH]c3O)oc2=C1,104.2,109.7,96.5,105.0,103.6,95.9,83.3,110.8
C=CCC(=S)NNC(=O)c1ccncc1,103.9,105.5,103.2,105.1,110.5,x,98.7,104.8
O=C(c1ccc2ccccc2c1)c1ccccc1Cc1cccc(C(F)(F)F)c1,94.1,113.4,60.4,99.4,106.7,84.2,115.9,111.6
CN(C)c1nc2c(=O)[nH]c(N)nc2n1[C@@H]1O[C@H](CO)[C@@H](O)[C@H]1O,106.2,107.5,107.1,97.0,102.4,97.8,94.7,98.1
Cc1cccc(Oc2ccc(Nc3ncnc4ccc(NC(=O)CN(C)C)cc34)cc2Cl)c1,16.8,40.7,58.7,60.9,x,40.8,36.0,57.3
COc1c(C(=O)/C=C/c2ccc(Cl)cc2)c(O)cc2occc12,82.9,74.7,98.0,120.0,41.9,65.5,72.0,62.3
COc1cc2cc(Oc3ccc(NC(=O)c4cc(C(F)(F)F)cc(C(F)(F)F)c4)cc3)c(C)nc2cc1OCCN(C)C,84.4,x,73.8,116.9,70.6,70.2,124.2,87.3

# Filtered by structure: the compounds so far containing a COOH group
SMILES,ACHN,OVCAR-3,A498,OVCAR-5,RXF 393,CAKI-1,TK-10,OVCAR-8
O=C(O)[C@@H]1c2ccccc2C(=O)N(c2ccccc2)[C@H]1c1ccc(I)cc1,90.0,108.2,64.6,108.8,107.1,86.5,85.7,88.4
Cn1cc(/C=C(\SS/C(=C/c2cn(C)c3cccc(C(=O)O)c23)C(=O)O)C(=O)O)c2c(C(=O)O)cccc21,99.3,105.5,97.0,92.9,97.5,94.7,96.0,100.0

# Remaining list, next part
SMILES,ACHN,OVCAR-3,A498,OVCAR-5,RXF 393,CAKI-1,TK-10,OVCAR-8
Brc1cc2c(c3ccccc13)N1O[C@@H](C2)C[C@H]1c1ccccc1,111.8,114.0,90.4,92.0,104.4,87.0,104.5,102.2
CCN(CC)C(=O)CCBr,97.7,104.7,98.6,99.2,90.8,88.8,94.8,93.8
COc1ccccc1C(=O)Nc1ccc(-c2cc(=O)c3c(O)c(OC)c(OC)cc3o2)cc1,100.1,112.0,103.0,97.6,108.6,110.2,90.4,91.5
CCN(CC)Cc1cc(C(C)(C)CC(C)(C)C)cc(-c2ccccc2)c1O,111.8,91.7,99.9,121.0,115.7,92.3,112.7,95.7
COC(=O)c1nc(-c2ccccc2)oc1S(=O)(=O)N1CCC(C(N)=O)CC1,39.6,16.2,87.4,76.7,47.4,49.5,23.2,83.7
CCOc1ccc(N2C(=O)[C@]3(NC2=S)[C@H](c2ccc(Cl)cc2)CN(C)[C@]32C(=O)NC3C=CC=C[C@H]32)cc1 (stereo partly drawn),x,74.6,65.8,101.8,71.6,x,77.5,65.6
COC(=O)CCC(=O)NC1C2CC3CC(C2)CC1C3 (stereo not drawn),109.3,108.7,89.6,117.9,101.1,101.2,97.5,101.6
Cc1ccc(Nn2c(SCC(=O)Nc3nc(-c4ccccc4)cs3)nc(C)c2C)cc1,60.9,78.5,92.5,81.8,61.5,53.6,72.7,55.5
Cc1cc(N)ncc1[N+](=O)[O-],91.8,109.1,x,94.6,105.9,90.9,105.2,99.4
Cc1nn(-c2ccc(F)cc2)c2ncnc(Nc3ccc(NC(=O)Nc4cccc(C(F)(F)F)c4)cc3)c12,48.2,53.5,86.8,95.6,68.0,66.7,93.8,75.8
COc1cc(-c2cc3ccc(O)cc3oc2=O)cc(OC)c1OC,99.0,114.2,62.2,109.7,96.6,102.1,92.8,93.6
CCN1[C@@H]2CC[C@H]1/C(=C\c1ccc(Cl)cc1)C1=C2[C@@H](c2ccc(Cl)cc2)C(C#N)=C(N)O1,87.9,95.0,94.7,82.8,78.3,83.1,96.8,78.6
COC(=O)c1ccc(N)cc1O,100.0,111.1,100.8,86.2,107.0,103.5,92.8,101.0
O=C1c2c(c3c4cccnc4[nH]c3c3ccc4ccccc4c23)C(=O)N1CCN1CCCCC1,20.0,x,80.1,88.6,70.5,22.8,103.8,49.5
CCN(CC)CC#CCOC(=O)[C@]1(C)CCC[C@@]2(C)[C@H]1CC(C=O)=C1C=C(C(C)C)CC[C@@H]12,86.9,69.1,69.7,82.7,61.2,101.4,77.1,73.5
CO[C@@H]1[C@@H](OC)N(S(=O)(=O)c2ccccc2)C(=O)N1S(=O)(=O)c1ccccc1,110.2,128.5,97.8,108.9,123.1,89.6,94.3,104.7
Clc1cccc(Cl)c1Nc1ccc2nnc(-c3ccncc3)n2n1,105.4,109.8,90.5,101.5,108.7,89.2,101.7,97.6
O=c1nc2s/c(=C\c3ccccc3Cl)c(=O)n2c2nc(-c3ccccc3)c(-c3ccccc3)nc12,100.3,110.7,103.2,100.2,107.4,92.3,100.5,100.5
NS(=O)(=O)c1ccc(Nc2nc(N/N=C/c3ccc(Cl)cc3)nc(Nc3ccccc3)n2)cc1,90.1,70.4,76.3,83.4,-11.5*,62.1,102.6,67.9
Cc1onc(-c2ccccc2Cl)c1C(=O)Cl,96.2,126.8,95.9,103.0,115.4,93.5,109.9,95.4
CC(=O)Nc1ccc(Nc2ccc(NCCO)c3c2C(=O)c2c(O)ccc(O)c2C3=O)cc1,75.4,116.8,69.1,94.8,90.7,61.6,125.5,81.0
NSc1ccccc1[N+](=O)[O-],96.2,104.5,98.9,97.3,108.8,93.1,111.3,93.6
CSc1ncc(C)c(Nc2ccc(Cl)cc2)n1,103.0,111.1,88.5,112.5,113.8,91.0,95.6,104.5
Oc1cc2ccccc2cc1O,104.2,118.8,107.5,95.6,109.8,114.3,100.4,101.7
O=C1CCC(N2Cc3cc(NC(=O)COc4ccccc4)ccc3C2=O)C(=O)N1 (stereo not drawn),91.9,85.8,75.1,83.3,x,92.3,66.0,47.8
COc1ccc(F)cc1NC(=O)OC(C)C,103.8,x,91.1,97.1,106.8,92.4,100.2,103.6
CCOC(=O)C1=NN(c2ccccc2)C(=O)/C1=C/N1C(=O)/C(=C/c2ccc([N+](=O)[O-])cc2)SC1=S,91.4,93.1,87.6,104.0,106.6,94.3,103.3,85.6
O=C(CN1CCN(c2cc(=O)[nH]c3ccc(F)cc23)CC1)Nc1nc(-c2ccc(Cl)cc2)cs1,61.5,83.2,39.5,90.3,62.4,44.6,65.7,76.0
COc1c(F)ccc(C(=O)Nc2ccc3nc(NC(=O)C4CCCN(S(=O)(=O)c5ccc(Cl)cc5)C4)sc3c2)c1F (stereo not drawn),86.7,92.0,96.4,97.0,8.8*,68.9,102.8,97.2
CCOC(=O)C1=C(N)N(c2ccccc2)C2=C(C(=O)CC(C)(C)C2)C1c1ccc(Cl)cc1 (stereo not drawn),22.3,51.6,67.2,57.6,x,50.2,80.4,61.1

# Some values from the list.
# Under TK-10, CC(=O)Nc1ccc(Nc2ccc(NCCO)c3c2C(=O)c2c(O)ccc(O)c2C3=O)cc1 is listed with 125.5
# Under CAKI-1, O=C1CCC(N2Cc3cc(NC(=O)COc4ccccc4)ccc3C2=O)C(=O)N1 (stereo not drawn) is listed with 92.3
# Under A498, NSc1ccccc1[N+](=O)[O-] is listed with 98.9

# Following part
SMILES,ACHN,OVCAR-3,A498,OVCAR-5,RXF 393,CAKI-1,TK-10,OVCAR-8
NC(=O)c1cnc(N/N=C/c2ccccc2)nc1N,103.8,102.0,77.6,109.7,93.8,x,88.1,95.9
C=C(C)[C@@H]1CC[C@]2(COC(C)=O)CC[C@]3(C)[C@H](CC[C@@H]4[C@@]5(C)CC[C@H](OC(=O)c6cccc(OC(C)=O)c6OC(C)=O)C(C)(C)[C@@H]5CC[C@]43C)[C@@H]12,98.4,101.0,93.2,107.8,97.7,89.4,98.1,99.6
CC/C(C)=C(\C)C(=O)O,115.6,104.6,109.8,112.4,110.3,95.5,104.9,102.5
COc1ccc(NC(=S)/N=c2\oc3c(OC)cccc3cc2-c2cc3ccccc3[nH]2)cc1,44.8,79.7,87.9,91.5,x,28.3,96.0,54.8
CC1=C2[C@@H](CC1=O)[C@](C)(O)CC[C@@H]1[C@@H](CN(C)C)C(=O)O[C@@H]21,95.2,99.7,79.0,100.4,114.7,97.1,112.6,97.9
CCOC(=O)n1cc(C2=C(c3cn(C)c4ccccc34)COC2=O)c2ccccc21,26.6,-29.8*,-14.3*,29.9,19.6,13.2,x,16.5
COc1ccc(C(=O)NC(=O)Nc2ccc3c(c2)NC(=O)/C3=C\c2[nH]c(C)c(CC(=O)O)c2C)cc1,93.6,98.4,90.9,102.2,100.8,x,x,96.1
COc1cc2cc(CNc3ccc(Nc4nccc(-c5ccc6ccccc6c5)n4)cc3)c(=O)[nH]c2cc1OC,93.4,93.0,x,106.2,99.6,102.8,109.6,89.9
Nc1ccc(S(=O)(=O)c2ccc(N)c(Cl)c2)cc1,114.5,105.7,106.5,117.3,97.4,100.0,108.5,103.4
Cc1cc(-c2ccccc2)cc(SC#N)[n+]1[O-],x,39.6,67.7,75.4,49.6,x,55.9,31.7
COc1ccc(C2=NOC(CC(=O)N3CCOCC3)C2)cc1OC1CCCC1 (stereo not drawn),105.2,110.9,x,98.2,107.6,93.8,89.2,95.9
C/C(=N\Nc1ccc([N+](=O)[O-])cc1[N+](=O)[O-])c1ccc(Cl)cc1,98.8,103.1,100.1,105.4,105.9,92.9,108.8,98.2
CCOC(=O)C(=Cc1ccc(Br)cc1)C(=O)OCC,-81.0*,-35.1*,-12.6*,6.0*,-75.0*,x,8.2*,-22.4*

# Not all compounds are listed, so the mix of outcomes need not match the whole.
